MEP2-GFP yeast = modulators of MEP2-GFP levels in yeast, primary screen, S. cerevisiae, multiplex flow cytometry, MLPCN library. GFP response vs DMSO, % at 10 µM. S. cerevisiae MEP2-GFP strain, 3 h; 100% = DMSO control level. AID 2016, 2009. hit rate 0.51% among 330,000;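 active means GFP response versus DMSO above a set limit, roughly screen mean plus 3 SD, cut at about 180% in these data; inconclusive means fewer than 70 cells counted for a yeast strain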;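 further: median GFP fluorescence of the barcode-gated MEP2-GFP cells per well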
VLA-4 inh = inhibition in human VLA-4 binding assay, primary screen, VLA-4 allosteric modulator project, MLPCN library, flow cytometry, VLA-4 expressing cells | Integrin alpha-4 (Homo sapiens), P13612 | ligand binding flow cytometry | inhibition, % (about 7 µM as worked out from the volumes in the protocol) | hit rate 0.2% among 330,000; in the data active means inhibition above about 50%
Target sequence (P13612 whole entry, looked up): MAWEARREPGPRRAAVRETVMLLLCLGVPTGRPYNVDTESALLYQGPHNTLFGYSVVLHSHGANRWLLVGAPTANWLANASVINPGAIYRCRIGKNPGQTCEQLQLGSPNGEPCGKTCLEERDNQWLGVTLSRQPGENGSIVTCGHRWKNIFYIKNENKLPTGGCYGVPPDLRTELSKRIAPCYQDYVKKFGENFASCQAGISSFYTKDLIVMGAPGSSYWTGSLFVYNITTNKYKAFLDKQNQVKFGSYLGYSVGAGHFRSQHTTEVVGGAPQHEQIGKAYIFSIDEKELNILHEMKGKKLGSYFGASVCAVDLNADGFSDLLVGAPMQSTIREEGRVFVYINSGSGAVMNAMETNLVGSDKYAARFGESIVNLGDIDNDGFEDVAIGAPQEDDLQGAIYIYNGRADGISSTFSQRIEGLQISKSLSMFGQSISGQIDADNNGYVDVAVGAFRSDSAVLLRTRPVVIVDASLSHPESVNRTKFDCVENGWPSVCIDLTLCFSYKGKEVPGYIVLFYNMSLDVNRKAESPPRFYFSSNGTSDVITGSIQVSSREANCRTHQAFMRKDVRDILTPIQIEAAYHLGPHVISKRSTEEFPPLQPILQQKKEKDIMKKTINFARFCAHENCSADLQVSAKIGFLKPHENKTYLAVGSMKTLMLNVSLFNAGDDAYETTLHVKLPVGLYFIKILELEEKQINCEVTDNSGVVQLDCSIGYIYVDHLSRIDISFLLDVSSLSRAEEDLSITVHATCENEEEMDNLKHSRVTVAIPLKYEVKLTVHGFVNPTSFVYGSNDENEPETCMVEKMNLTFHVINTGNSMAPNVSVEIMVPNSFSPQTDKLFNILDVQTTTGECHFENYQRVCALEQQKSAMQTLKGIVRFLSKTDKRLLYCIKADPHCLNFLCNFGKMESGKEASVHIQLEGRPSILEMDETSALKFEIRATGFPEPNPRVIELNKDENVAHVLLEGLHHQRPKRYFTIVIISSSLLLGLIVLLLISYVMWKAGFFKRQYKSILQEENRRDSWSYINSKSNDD
CIT2-GFP yeast = modulators of CIT2-GFP expression in yeast, primary screen, S. cerevisiae, GFP fusion, multiplex flow cytometry, MLPCN library | hit rate 0.065% among 320,000 | AID 2029, 2009 | GFP response vs DMSO, % at 10 µM | S. cerevisiae CIT2-GFP strain, 3 h; 100 means same as DMSO wells;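 active means GFP response relative to DMSO above a set limit, near the screen mean plus 3 SD, cut at about 150% in these data; inconclusive means Fewer than 70 cells measured for a yeast strain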;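 further: ratio of well median GFP fluorescence to mean of DMSO wells on the plate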
GRK2 inh = compounds blocking aptamer binding on GRK2 – biochemical, human GRK2, bead flow cytometry, HTS, primary screen; Beta-adrenergic receptor kinase 1 (Homo sapiens), P25098; FAM-aptamer displacement from GRK2; inhibition of aptamer binding, % at 10 µM; hit rate 0.59% among 330,000;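 active means inhibition of aptamer binding above 40%, roughly 3 SD of noise, on plates passing a quality check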;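 further: median bead fluorescence of bound FAM aptamer so fluorescent compounds give negative values; no value below 0 was filed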
RPL19A TOR yeast = RPL19A-GFP expression modulators in yeast, primary screen, cell-based, S. cerevisiae, multiplex flow cytometry, MLPCN | S. cerevisiae RPL19A-GFP strain, 3 h; stronger effect = lower value | percent response vs DMSO, % at 10 µM | hit rate 0.3% among 330,000 | AID 2025, 2009;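 active means percent response vs DMSO below 50%; inconclusive means fewer than 70 events counted for the yeast strain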;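 further: median channel GFP fluorescence of the barcoded RPL19A-GFP strain; ratio of sample median GFP to plate DMSO average so 100% = DMSO; lower means less RPL19A-GFP as with rapamycin TOR inhibition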
Yeast superoxide = reduction of superoxide in aged yeast, primary screen, HTS. superoxide response (% of plate mean), % at 10 µM. hit rate 0.18% among 330,000. AID 2690, 2010. S. cerevisiae aged cells, superoxide DHE fluorescence; stronger effect = lower value;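 active means superoxide response under a set limit, about three screen SD below normal, cut at about 65% in these data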;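 further: yeast aged for seven days with compound at 30 °C before DHE staining; 100% = average MFI of all compound-treated wells on the plate with controls excluded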
AGP1-GFP MLPCN = modulators of AGP1-GFP expression in yeast TOR pathway, primary screen, cell-based, multiplex flow cytometry, S. cerevisiae, MLPCN library; 3 h; GFP as percent of DMSO wells; GFP response vs DMSO, % at 10 µM; hit rate 0.02% among 320,000; AID 2066, 2009;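 active means GFP response relative to DMSO above a set limit, near screen average plus 3 SD, cut at about 150% in these data; inconclusive means fewer than 70 cells counted for the yeast strain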;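 further: median GFP channel fluorescence of the gated AGP1 strain per well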
LAP4-GFP MLPCN = modulators of LAP4-GFP expression in yeast, primary screen, S. cerevisiae, multiplex flow cytometry, MLPCN library. 3 h; median GFP as percent of DMSO wells. AID 2023, 2009. hit rate 0.34% among 320,000. GFP response vs DMSO, % at 10 µM;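 active means GFP response vs DMSO above a set limit, about the screen mean plus 3 SD, cut at about 150% in these data; inconclusive means under 70 cell events counted for the yeast strain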
* = called active by the depositor; [ ] = another dose, or the depositor's remark. Rows are unselected (roughly 1.7% active in at least one column).

What do the screens show for `CN(C)S(=O)(=O)c1cccc(-c2cn3cc(Cl)ccc3n2)c1`?
MEP2-GFP yeast: 108; VLA-4 inh: 14; CIT2-GFP yeast: 102; GRK2 inh: 0; RPL19A TOR yeast: 99; Yeast superoxide: 106; AGP1-GFP MLPCN: 94; LAP4-GFP MLPCN: 101

What do the screens show for `CC(C)C(NC(=O)c1ccc(Cl)cc1)C(=O)O` (stereo not drawn)?
MEP2-GFP yeast: 113; VLA-4 inh: -3; CIT2-GFP yeast: 96; GRK2 inh: 2; RPL19A TOR yeast: 99; Yeast superoxide: 96; AGP1-GFP MLPCN: 108; LAP4-GFP MLPCN: 98

How did O=C(OCC(=O)N1CCCC1=O)c1cc2ccccc2o1 do in these assays?
MEP2-GFP yeast: 100; VLA-4 inh: -9; CIT2-GFP yeast: 96; GRK2 inh: 1; RPL19A TOR yeast: 98; Yeast superoxide: 97; AGP1-GFP MLPCN: 94; LAP4-GFP MLPCN: 103

Results for Cc1cc(N/N=C/c2cccc(Cl)c2)nc(NCc2ccccc2)n1 ?
MEP2-GFP yeast: 108; VLA-4 inh: 5; CIT2-GFP yeast: 96; GRK2 inh: 0; RPL19A TOR yeast: 101; Yeast superoxide: 90; AGP1-GFP MLPCN: 93; LAP4-GFP MLPCN: 104

Results for Cc1cccc(C(=O)NC(=O)Nc2c(C)cc(C)nc2C)c1 ?
MEP2-GFP yeast: 99; VLA-4 inh: 7; CIT2-GFP yeast: 97; GRK2 inh: 0; RPL19A TOR yeast: 98; Yeast superoxide: 84; AGP1-GFP MLPCN: 102; LAP4-GFP MLPCN: 102

Results for C=CC[C@H](CC(=O)NCCO)C(=O)NC[C@H](OC(=O)[C@@H](CC=C)Cc1ccc(F)cc1)c1ccccc1 ?
MEP2-GFP yeast: 87; VLA-4 inh: -7; CIT2-GFP yeast: 92; GRK2 inh: 5; RPL19A TOR yeast: 94; Yeast superoxide: 116; AGP1-GFP MLPCN: 90; LAP4-GFP MLPCN: 91

What do the screens show for `Cc1ccc(NC(=O)CN2C(=O)C(=O)N(C3CCCC3)C2=O)c(Cl)c1`?
MEP2-GFP yeast: 107; VLA-4 inh: 0; CIT2-GFP yeast: 109; GRK2 inh: 0; RPL19A TOR yeast: 100; Yeast superoxide: 83; AGP1-GFP MLPCN: 108; LAP4-GFP MLPCN: 114

What do the screens show for `O=C(OCc1ccccc1)C1=NNC2C(=O)N(c3ccccc3)C(=O)C12` (stereo not drawn)?
MEP2-GFP yeast: 105; VLA-4 inh: 0; CIT2-GFP yeast: 98; GRK2 inh: 1; RPL19A TOR yeast: 98; Yeast superoxide: inactive; AGP1-GFP MLPCN: 102; LAP4-GFP MLPCN: 103

How did CCOc1ccc2oc(C(=O)N3CCCN(C)CC3)c(C)c2c1 do in these assays?
MEP2-GFP yeast: 93; VLA-4 inh: 0; CIT2-GFP yeast: 92; GRK2 inh: 0; RPL19A TOR yeast: 98; Yeast superoxide: 90; AGP1-GFP MLPCN: 98; LAP4-GFP MLPCN: 96

Results for Cc1nn(-c2ccccc2)c(N)c1C(c1ccc(C(C)C)cc1)c1c(C)nn(-c2ccccc2)c1N ?
MEP2-GFP yeast: 89; VLA-4 inh: -24; CIT2-GFP yeast: 88; GRK2 inh: 1; RPL19A TOR yeast: 104; Yeast superoxide: 106; AGP1-GFP MLPCN: 94; LAP4-GFP MLPCN: 88

What do the screens show for `C/C(CCc1ccco1)=N\NC(=O)CNc1cccc2ccccc12`?
MEP2-GFP yeast: 101; VLA-4 inh: 11; CIT2-GFP yeast: 97; GRK2 inh: 0; RPL19A TOR yeast: 100; Yeast superoxide: 114; AGP1-GFP MLPCN: 100; LAP4-GFP MLPCN: 112

What do the screens show for `COc1ccc2nc(Nc3nc(CSc4nnnn4-c4ccccc4)cc(=O)[nH]3)nc(C)c2c1`?
MEP2-GFP yeast: 88; VLA-4 inh: -1; CIT2-GFP yeast: 85; GRK2 inh: 46*; RPL19A TOR yeast: 86; Yeast superoxide: 98; AGP1-GFP MLPCN: 83; LAP4-GFP MLPCN: 94

Results for COC(=O)COc1cccc2c(=O)n(CC(=O)N3CCCCC3)ccc12 ?
MEP2-GFP yeast: 105; VLA-4 inh: 0; CIT2-GFP yeast: 106; GRK2 inh: 0; RPL19A TOR yeast: 99; Yeast superoxide: 99; AGP1-GFP MLPCN: 104; LAP4-GFP MLPCN: 106

Results for COc1ccc(-n2cnnc2SCc2cnc(-c3ccccc3)s2)cc1 ?
MEP2-GFP yeast: 109; VLA-4 inh: 11; CIT2-GFP yeast: 98; GRK2 inh: 3; RPL19A TOR yeast: 102; Yeast superoxide: 95; AGP1-GFP MLPCN: 108; LAP4-GFP MLPCN: 106

What do the screens show for `Cc1ccc(C(=O)Nc2ccc(S(=O)(=O)N3CCc4ccccc4C3)cc2)o1`?
MEP2-GFP yeast: 111; VLA-4 inh: -3; CIT2-GFP yeast: 115; GRK2 inh: 3; RPL19A TOR yeast: 102; Yeast superoxide: 105; AGP1-GFP MLPCN: 109; LAP4-GFP MLPCN: 112

What do the screens show for `Cc1ccc(SCc2cn3c(C)cc(C)nc3n2)cc1`?
MEP2-GFP yeast: 105; VLA-4 inh: 12; CIT2-GFP yeast: 102; GRK2 inh: 0; RPL19A TOR yeast: 92; Yeast superoxide: 95; AGP1-GFP MLPCN: 102; LAP4-GFP MLPCN: 104

Results for O=C(NCc1ccccc1)c1ccc(CNc2c(N3CCCC3)c(=O)c2=O)cc1 ?
MEP2-GFP yeast: 102; VLA-4 inh: 13; CIT2-GFP yeast: 91; GRK2 inh: 2; RPL19A TOR yeast: 97; Yeast superoxide: 97; AGP1-GFP MLPCN: 98; LAP4-GFP MLPCN: 107

Results for Cc1ccc(CC2CC(=O)N(c3nc4ccccc4s3)C2=O)cc1 (stereo not drawn) ?
MEP2-GFP yeast: 97; VLA-4 inh: 0; CIT2-GFP yeast: 89; GRK2 inh: 3; RPL19A TOR yeast: 97; Yeast superoxide: 100; AGP1-GFP MLPCN: 98; LAP4-GFP MLPCN: 108

Results for C=CCn1c2ccccc2c2nnc(SCC(=O)NC(C(=O)OC)C(C)C)nc21 (stereo not drawn) ?
MEP2-GFP yeast: 99; VLA-4 inh: 6; CIT2-GFP yeast: 97; GRK2 inh: 0; RPL19A TOR yeast: 97; Yeast superoxide: 122; AGP1-GFP MLPCN: 100; LAP4-GFP MLPCN: 107

Results for CC[C@H](C)[C@@H](C(=O)N1CCNCC1)n1cc([C@@H](N)Cc2ccc(O)cc2)nn1 ?
MEP2-GFP yeast: 110; VLA-4 inh: 4; CIT2-GFP yeast: 106; GRK2 inh: 0; RPL19A TOR yeast: 107; Yeast superoxide: 106; AGP1-GFP MLPCN: 107; LAP4-GFP MLPCN: 104

What do the screens show for `CC(C)NC(=O)COC(=O)c1ccc(S(=O)(=O)N2CCCC2)cc1`?
MEP2-GFP yeast: 93; VLA-4 inh: -5; CIT2-GFP yeast: 88; GRK2 inh: 0; RPL19A TOR yeast: 92; Yeast superoxide: 109; AGP1-GFP MLPCN: 100; LAP4-GFP MLPCN: 104

What do the screens show for `O=C(c1cc(COc2cccc(C(F)(F)F)c2)on1)N1C[C@H]2CC[C@H]1C2`?
MEP2-GFP yeast: 98; VLA-4 inh: 13; CIT2-GFP yeast: 100; GRK2 inh: 0; RPL19A TOR yeast: 100; Yeast superoxide: 101; AGP1-GFP MLPCN: 102; LAP4-GFP MLPCN: 99

What do the screens show for `S=C(c1ccc2c(c1)OCO2)N1CCCC1`?
MEP2-GFP yeast: 122; VLA-4 inh: 4; CIT2-GFP yeast: 85; GRK2 inh: 0; RPL19A TOR yeast: 94; Yeast superoxide: 94; AGP1-GFP MLPCN: 95; LAP4-GFP MLPCN: 104

How did COc1ccc(-c2cc(C(=O)NCc3cccnc3)no2)cc1OC do in these assays?
MEP2-GFP yeast: 93; CIT2-GFP yeast: 100; GRK2 inh: 0; RPL19A TOR yeast: 100; Yeast superoxide: 92; AGP1-GFP MLPCN: 93; LAP4-GFP MLPCN: 101

How did COC(=O)c1ccc(C(=O)OC)c(NC(=O)CSCC(=O)O)c1 do in these assays?
MEP2-GFP yeast: 99; VLA-4 inh: -10; CIT2-GFP yeast: 95; GRK2 inh: 0; RPL19A TOR yeast: 95; Yeast superoxide: 116; AGP1-GFP MLPCN: 95; LAP4-GFP MLPCN: 103

How did O=C1C2C(c3ccccc3)(C(=O)N1c1ccc(Cl)cc1)C2(c1ccccc1)c1ccccc1 (stereo not drawn) do in these assays?
MEP2-GFP yeast: 96; VLA-4 inh: -6; CIT2-GFP yeast: 98; GRK2 inh: 1; RPL19A TOR yeast: 101; Yeast superoxide: 93; AGP1-GFP MLPCN: 99; LAP4-GFP MLPCN: 93

What do the screens show for `Clc1cccc(-c2nc(NCc3cccnc3)c3ccccc3n2)c1`?
MEP2-GFP yeast: 94; VLA-4 inh: -1; CIT2-GFP yeast: 100; GRK2 inh: 0; RPL19A TOR yeast: 99; Yeast superoxide: 79; AGP1-GFP MLPCN: 103; LAP4-GFP MLPCN: 113

How did CCc1nnc(NC(=O)CCC(=O)N2CCCC2)s1 do in these assays?
MEP2-GFP yeast: 133[may fluoresce violet]; VLA-4 inh: -4; CIT2-GFP yeast: inconclusive; GRK2 inh: 3; RPL19A TOR yeast: 99[may fluoresce violet]; Yeast superoxide: 89; AGP1-GFP MLPCN: 19[may fluoresce violet]; LAP4-GFP MLPCN: 89[may fluoresce violet]

How did CC(C)C(NS(=O)(=O)c1ccc2c(c1)OCCO2)C(=O)NCCc1ccccn1 (stereo not drawn) do in these assays?
MEP2-GFP yeast: 94; VLA-4 inh: 4; CIT2-GFP yeast: 97; GRK2 inh: 2; RPL19A TOR yeast: 97; Yeast superoxide: 101; AGP1-GFP MLPCN: 95

Results for Cc1cc(C)c(S(=O)(=O)n2cnc3ccccc32)c(C)c1 ?
MEP2-GFP yeast: 97; VLA-4 inh: 0; CIT2-GFP yeast: 99; GRK2 inh: 2; RPL19A TOR yeast: 101; Yeast superoxide: 104; AGP1-GFP MLPCN: 104; LAP4-GFP MLPCN: 100

Results for Clc1ccccc1-c1nnc2sc(CCc3ccccc3)nn12 ?
MEP2-GFP yeast: 106; VLA-4 inh: -8; CIT2-GFP yeast: 107; GRK2 inh: 0; RPL19A TOR yeast: 100; Yeast superoxide: 104; AGP1-GFP MLPCN: 101; LAP4-GFP MLPCN: 110

Results for Cc1noc(C)c1CSCC(=O)Nc1ccc(Br)cc1Cl ?
MEP2-GFP yeast: 110; VLA-4 inh: -5; CIT2-GFP yeast: 98; GRK2 inh: 5; RPL19A TOR yeast: 100; Yeast superoxide: 103; AGP1-GFP MLPCN: 109; LAP4-GFP MLPCN: 114

Results for Cc1ccc(Cc2cnc(NC(=O)/C(C#N)=C/c3ccc(-c4ccc([N+](=O)[O-])cc4)o3)s2)cc1 ?
MEP2-GFP yeast: 91; VLA-4 inh: -32; GRK2 inh: 14; RPL19A TOR yeast: 97; Yeast superoxide: 101; AGP1-GFP MLPCN: 97; LAP4-GFP MLPCN: 82

What do the screens show for `Fc1ccc(C2=Nn3c(nnc3-c3n[nH]c4c3CCC4)SC2)cc1`?
MEP2-GFP yeast: 108; VLA-4 inh: 2; CIT2-GFP yeast: 112; GRK2 inh: 0; RPL19A TOR yeast: 102; Yeast superoxide: 93; AGP1-GFP MLPCN: 110; LAP4-GFP MLPCN: 103
